Source: PubChem BioAssay (several laboratories)
NCF1 inh: p47phox (human) inhibition; p47phox/p22phox peptide binding, fluorescence polarization, 2 h; inhibition, % at 24.7 µM; 0.53% of 220,000 active;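 active means inhibition above about 30%, limit read from the data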;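 further: 0% = p47phox with labelled peptide and 100% = labelled peptide alone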
Target sequence (P14598 whole entry, looked up): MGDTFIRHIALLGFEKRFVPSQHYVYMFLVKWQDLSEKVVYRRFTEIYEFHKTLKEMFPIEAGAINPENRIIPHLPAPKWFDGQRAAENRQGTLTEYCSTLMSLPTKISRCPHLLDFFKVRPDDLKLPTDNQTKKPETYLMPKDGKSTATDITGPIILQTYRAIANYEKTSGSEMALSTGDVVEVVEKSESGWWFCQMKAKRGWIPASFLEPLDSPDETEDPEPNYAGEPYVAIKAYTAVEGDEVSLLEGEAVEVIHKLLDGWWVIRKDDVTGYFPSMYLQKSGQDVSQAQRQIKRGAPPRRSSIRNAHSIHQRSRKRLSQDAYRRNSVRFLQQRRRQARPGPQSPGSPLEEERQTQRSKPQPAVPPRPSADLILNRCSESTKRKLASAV
S1P4 antagonist: human S1P4 receptor antagonism; O95977; S1P4-expressing cells, antagonist mode, reporter read-out; inhibition, % at 4.98 µM; 0.26% of 220,000 active; in the data active means inhibition above about 29%;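 further: 0% = wells stimulated with agonist and 100% = vehicle wells without agonist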
NPY-Y2 PAM-ag: potentiators or agonists of human neuropeptide Y receptor Y2. activation, % at 3.6 µM. P49146. cells expressing NPY-Y2, potentiator/agonist read-out. 0.45% of 220,000 active. AID 1359; in the data active means activation above about 27%;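 further: cells stimulated with NPY near EC25 plus isoproterenol at EC100; 0% = vehicle plus submaximal agonist and 100% = vehicle plus saturating agonist; some results beyond the cut were filed as inactive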
Target sequence (P49146 whole entry, looked up): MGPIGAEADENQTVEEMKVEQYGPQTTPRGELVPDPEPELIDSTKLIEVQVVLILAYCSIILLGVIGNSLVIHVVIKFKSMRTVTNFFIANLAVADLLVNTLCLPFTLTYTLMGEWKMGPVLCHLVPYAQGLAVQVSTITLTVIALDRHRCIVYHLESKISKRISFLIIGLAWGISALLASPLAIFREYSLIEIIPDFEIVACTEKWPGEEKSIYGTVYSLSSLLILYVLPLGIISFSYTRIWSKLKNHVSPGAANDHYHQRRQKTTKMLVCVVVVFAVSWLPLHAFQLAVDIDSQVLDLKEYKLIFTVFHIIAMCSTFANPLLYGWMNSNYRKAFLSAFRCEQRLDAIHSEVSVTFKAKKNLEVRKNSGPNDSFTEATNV
NPY-Y1 PAM-ag: human NPY-Y1 potentiation or agonism, primary screen; NPY-Y1 expressing cells, potentiator/agonist activation; activation, % at 3.6 µM; 0.37% of 220,000 active; AID 1304; in the data active means activation above about 33%, passing the limit was not always enough;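 further: cells stimulated with NPY at EC10 then isoproterenol at EC100; 0% = low agonist plus stimulus and 100% = saturating agonist plus stimulus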
NPY-Y1 antag: antagonists of human neuropeptide Y receptor Y1. HEK293-CNG Y1 cells, membrane potential fluorescence; NPY at EC95, then isoproterenol. 1% of 200,000 active. inhibition, % at 3.6 µM. P25929;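 active means inhibition above the campaign mean inhibition of all tested compounds plus 3 SD, cut at about 20% in these data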;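 further: 0% = DMSO wells given NPY plus isoproterenol and 100% = isoproterenol alone without NPY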
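Material: HEK293 Y1/CNG channel cell line; also added: NPY (25 nM), isoproterenol (1 µM), Ro 20-1724 (25 µM); doses: one concentration, 3.6 µM, in 0.4% DMSO; schedule: compound incubation 1 h at room temperature, readout 45 min post-stimulation; technique: membrane potential fluorescence; measure: fluorescence ratio normalized to % inhibition between controls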
Ba/F3 V617F tox: lowers viability of Ba/F3 cells expressing EpoR and JAK2V617F; ATP luminescence; inhibition, % at 5.6 µM; 1.1% of 220,000 active;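 active means inhibition above the campaign mean plus 3 SD over all tested compounds, cut at about 24% in these data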;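 further: cytokine-independent growth of Ba/F3 cells driven by EpoR plus mutant JAK2; 0% = DMSO-treated cells and 100% = JAK inhibitor I control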
CHOP inhibitor: CHOP inhibition in unfolded protein response; CHO-K1 CHOP-promoter luciferase, tunicamycin-induced, 15-18 h; inhibition, % at 10 µM; AID 2732; 3.8% of 220,000 active;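 active means compounds that reduced the stress-induced luciferase reporter signal by more than about 70% of percent inhibition, limit read from the data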;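 further: 0% = tunicamycin plus vehicle and 100% = wells without tunicamycin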
S1P4 agonist: human S1P4 receptor agonism. O95977. activation, % at 4.98 µM. AID 1509. S1P4-expressing cell line, agonist reporter assay. 0.35% of 220,000 active; in the data active means activation above about 11%;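 further: 0% = DMSO vehicle and 100% = reference agonist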
BaF3 parental: counter-screen for JAK2V617F inhibitors: parental Ba/F3 viability inhibitors; inhibition, % at 5.6 µM; CellTiter-Glo ATP luminescence; 1.1% of 220,000 active;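 active means inhibition above a per-campaign cutoff, the mean inhibition of all tested compounds plus 3 SD, cut at about 27% in these data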;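 further: 0% = DMSO wells and 100% = JAK Inhibitor I control wells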
An asterisk follows results filed as active; . = not tested or not shown.

SMILES | NCF1 inh | S1P4 antagonist | NPY-Y2 PAM-ag | NPY-Y1 PAM-ag | NPY-Y1 antag | Ba/F3 V617F tox | CHOP inhibitor | S1P4 agonist | BaF3 parental
Cc1ccc(C2C=NN(c3ccccc3)C2=O)cc1 (stereo not given) | 3 | -13 | 3 | 23 | -4 | 0 | -1 | 1.2 | 6
CCn1c2ccccc2c2cc(NC(=O)CSc3nnc(-c4cccc(Cl)c4)o3)ccc21 | 4 | 4 | -17 | -23 | 3 | 2 | 31 | 1.1 | 3
O=C(CNCc1cccs1)NC12CC3CC(CC(C3)C1)C2 | -7 | 2 | -4 | -17 | 0 | -3 | -13 | -2.3 | 0
CCC(c1nnnn1Cc1ccco1)N(Cc1cc2cc(OC)ccc2[nH]c1=O)C1CCCCC1 (stereo not given) | . | -13 | -8 | -8 | 6 | 4 | . | 1.9 | 3
CC1CCCC(NC(=O)COC(=O)c2sc3ccccc3c2Cl)C1C (stereo not given) | -12 | -12 | -4 | -1 | 1 | -1 | 28 | 0.2 | 3
CC(=O)Nc1cccc(NC(=O)CSc2ncc(-c3ccc(Cl)cc3)n2Cc2ccco2)c1 | -20 | 9 | 15 | 18 | -1 | 4 | 88* | 0.9 | 4
CCC1CCCCN1S(=O)(=O)c1ccccc1[N+](=O)[O-] (stereo not given) | -14 | -8 | 4 | 4 | -2 | 2 | 22 | 0.4 | 5
Fc1cccc(Nc2nc(-c3ccncc3)nc3ccccc23)c1 | -29 | -7 | 11 | -2 | 1 | -1 | -10 | 3.6 | 5
CC(=O)Nc1c2c3c(cccc3n(C)c1=O)C(=O)c1ccccc1-2 | -4 | -6 | 1 | -10 | -3 | -1 | -17 | 2.4 | 0
O=C(CN1C(=O)S/C(=C\C=C\c2ccccc2)C1=O)Nc1ccc(O)cc1 | -63 | -11 | 10 | -5 | 3 | 4 | 91* | 0.4 | 5
Cc1ccnc(N=Cc2nc(-c3ccccc3Br)oc2O)c1 | -2 | -9 | -3 | -14 | -5 | 0 | 33 | 2.1 | 2
CCC(Sc1nc(=O)cc(N)n1-c1ccccc1)C(=O)Nc1cc(C)on1 (stereo not given) | 2 | -7 | -23 | -9 | 6 | 4 | 17 | 0.2 | 9
COc1ccc(C)cc1N(CC(=O)N1CCc2ccccc2C1)S(C)(=O)=O | 1 | 9 | 21 | 12 | -4 | -4 | 27 | 1.1 | 1
O=c1cc(N2CCN(c3ccccc3)CC2)[nH]c(=O)n1-c1ccccc1 | -6 | -10 | -14 | 6 | 2 | -3 | -1 | 1.3 | 4
COc1cccc(N(C(=O)c2cnccn2)C(C(=O)NC2CCCCC2)c2ccc(Cl)cc2)c1 (stereo not given) | -15 | -21 | -6 | 16 | 7 | 0 | 16 | -1.1 | 3
O=C(CCCN1C(=O)CCC1=O)Nc1ccc(Cl)c(C(F)(F)F)c1 | -12 | -25 | -11 | -11 | 2 | -2 | 13 | -2.9 | -2
O=C(CSc1nnc(-c2ccc(C(F)(F)F)cn2)s1)c1ccccc1 | -13 | -4 | -9 | -1 | . | -1 | 4 | -0.2 | 2
O=S(=O)(Nc1ccccn1)c1ccc(Cl)cc1 | -7 | -8 | 11 | 1 | 2 | -1 | 0 | -1.4 | 1
Cc1ccc(S(=O)(=O)NC(Cc2c[nH]c3ccccc23)C(=O)O)cc1 (stereo not given) | . | -22 | -25 | -50 | 14 | 6 | . | -3.1 | 4
COc1cc(OC)cc(C(=O)Nc2c(F)cccc2F)c1 | 3 | -10 | 1 | 10 | 12 | 0 | 14 | 1.5 | 1
Clc1ccc(Cn2ncc3c(NCCN4CCOCC4)ncnc32)cc1 | 4 | -16 | 10 | -7 | 1 | -5 | 14 | -0.8 | 3
CCC(=O)N1CCc2cc(S(=O)(=O)CCC(=O)Nc3ccc(F)c(F)c3)ccc21 | -4 | -2 | -13 | -2 | 8 | 0 | -5 | -2.6 | 3
Cc1ccc2nc(C(=O)O)c(C(=O)O)nc2c1 | -8 | -6 | 7 | 2 | 0 | 2 | -12 | -0.4 | 4
CC1(C)NC(=O)N(CCCOc2ccccc2Br)C1=O | -4 | -8 | 4 | 3 | -6 | -3 | 10 | 0.8 | 0
Cc1ccc(N(CCC(=O)Nc2nnc(C3CC3)s2)S(=O)(=O)c2ccccc2)cc1 | 4 | -11 | 3 | -30 | 1 | 1 | 22 | -0.8 | 3

Continued:
SMILES | NCF1 inh | S1P4 antagonist | NPY-Y2 PAM-ag | NPY-Y1 PAM-ag | NPY-Y1 antag | Ba/F3 V617F tox | CHOP inhibitor | S1P4 agonist | BaF3 parental
Cc1cccc(N2CCN(S(=O)(=O)c3ccc4c(c3)CCN4C(=O)CCC(=O)O)CC2C)c1 (stereo not given) | -12 | -29 | -7 | -4 | 4 | -4 | 20 | 3.2 | 2
Cc1ccc(CNC(=O)C2CCN(S(=O)(=O)c3ccc4c(c3)OCCCO4)CC2)cc1 | -15 | -13 | -2 | 11 | -4 | 4 | 27 | 2.4 | 10
Cc1ccc(S(=O)(=O)Nc2cc3c(C(=O)Nc4ccccc4)c(C)oc3c3ccccc23)cc1 | -22 | -4 | -20 | -44 | 4 | 3 | 13 | -0.2 | 11
CN1C(=O)/C(=C\c2ccncc2)SC1=Nc1ccccc1 | -1 | -5 | 3 | -25 | 10 | -4 | -28 | 2.1 | 5
NS(=O)(=O)c1ccc(CCNC(=O)C2CCC(CNS(=O)(=O)c3ccc(Br)s3)CC2)cc1 (stereo not given) | -9 | 3 | -15 | 6 | 1 | 2 | 42 | 0.9 | 10
O=C(O)/C=C/c1cnc2ccccc2c1 | 0 | 1 | 8 | 7 | 0 | 0 | -11 | -0.1 | 3
CCOC(=O)c1oc2ccccc2c1NC(=O)CN1CCOCC1 | -14 | -10 | -5 | 5 | -2 | 4 | -4 | 3.9 | 8
CCOC(CC(=O)NNC(=O)c1c(-c2ccccc2Cl)noc1C)OCC | -8 | 3 | 5 | 19 | . | -5 | 5 | -1.6 | -3
COc1ccc(C(=O)N/C(=C\c2cccc3ccccc23)C(=O)NCCc2c[nH]c3ccccc23)cc1OC | -20 | 7 | -10 | -14 | 7 | -2 | 40 | -1.5 | 1
O=S(=O)([O-])CCC[n+]1c(/C=C\Nc2ccccc2)oc2ccc(-c3ccccc3)cc21 | -225 | 3 | -7 | 1 | -4 | -1 | 15 | 0.1 | 10
Cc1ccc(C(=O)Nc2ccncc2)o1 | 2 | -13 | -9 | 2 | 1 | 5 | 10 | -1.3 | 3
CCOC(=O)c1ccc(N2C(=O)C(CC(=O)NC)N(CCc3ccc(OC)c(OC)c3)C2=S)cc1 (stereo not given) | 11 | -5 | -2 | 1 | -4 | 0 | 10 | 0.0 | 8
N#Cc1sc2nc(C3CC3)cc(-c3ccccc3)c2c1N | -6 | -13 | 8 | -26 | 2 | -1 | 64 | 5.7 | 3
O=C1NCCN(Cc2cccc(Oc3ccccc3)c2)C1CC(=O)N1CCCO1 (stereo not given) | -4 | -7 | -12 | 1 | 2 | 3 | 54 | -0.7 | 8
CN(C(=O)COC(=O)/C=C/c1cccc([N+](=O)[O-])c1)C1CCS(=O)(=O)C1 (stereo not given) | -1 | 1 | -13 | 15 | . | -3 | 4 | -0.3 | 0
CCCNC(=O)c1ccc(S(N)(=O)=O)cc1 | -9 | -13 | 19 | 0 | . | -8 | 21 | 0.8 | 4
CC(C)(C)c1ccc(C(=O)NCCC(=O)N2CCN(c3ncccn3)CC2)cc1 | -12 | 3 | -6 | 0 | 3 | 1 | -18 | 0.6 | 5
CC(C)(C)OC(=O)NCCCCCc1nnc(SCC(=O)Nc2cccc(Cl)c2)o1 | -12 | -9 | 30 | 4 | 5 | -1 | 56 | 0.1 | 4
CCOC(=O)CNc1nc2ccccc2n2c(C)nnc12 | 4 | 15 | -12 | -16 | 1 | 1 | -1 | -1.9 | 5
COC(=O)c1c(NC(=O)Cn2cnc([N+](=O)[O-])n2)sc2c1CCC(C)C2 (stereo not given) | -3 | -11 | 8 | -11 | -2 | -1 | 75* | 0.6 | 2
Cc1nnsc1NC(=O)OCc1ccc(Cl)cc1Cl | -6 | -17 | 2 | 6 | -5 | 4 | 4 | 0.1 | 11
O=c1c2ccccc2c(C=Nc2ccc(S(=O)(=O)Nc3ncccn3)cc2)c(O)n1-c1cccc(Cl)c1 | -13 | -1 | -6 | -12 | 1 | 4 | 19 | -0.3 | 3
CCOC(=O)N1CCC(NC(=O)Cn2cccc2C(=O)c2ccccc2C)CC1 | -10 | 7 | 1 | 16 | 1 | 1 | -21 | 0.2 | 1
CN1C(=O)c2cccc(NC(=O)Cc3ccccc3)c2C1=O | -7 | 5 | -16 | -12 | -6 | -3 | -3 | 1.6 | 8
CN(Cc1ccccc1)C(=O)CN(Cc1ccccc1)S(C)(=O)=O | 2 | -8 | -15 | -20 | 1 | 0 | 20 | 0.2 | -1

The list goes on; it opens with the 4 that closed the last part.
SMILES | NCF1 inh | S1P4 antagonist | NPY-Y2 PAM-ag | NPY-Y1 PAM-ag | NPY-Y1 antag | Ba/F3 V617F tox | CHOP inhibitor | S1P4 agonist | BaF3 parental
O=c1c2ccccc2c(C=Nc2ccc(S(=O)(=O)Nc3ncccn3)cc2)c(O)n1-c1cccc(Cl)c1 | -13 | -1 | -6 | -12 | 1 | 4 | 19 | -0.3 | 3
CCOC(=O)N1CCC(NC(=O)Cn2cccc2C(=O)c2ccccc2C)CC1 | -10 | 7 | 1 | 16 | 1 | 1 | -21 | 0.2 | 1
CN1C(=O)c2cccc(NC(=O)Cc3ccccc3)c2C1=O | -7 | 5 | -16 | -12 | -6 | -3 | -3 | 1.6 | 8
CN(Cc1ccccc1)C(=O)CN(Cc1ccccc1)S(C)(=O)=O | 2 | -8 | -15 | -20 | 1 | 0 | 20 | 0.2 | -1
Cn1c(SCC(=O)NCc2ccc3c(c2)OCO3)nnc1-c1cccs1 | -6 | -9 | -11 | -22 | 1 | -1 | 19 | -0.6 | 4
O=C(NC(=S)Nc1nc2ccccc2s1)c1ccco1 | -29 | -23 | 2 | -22 | -6 | -3 | -13 | 1.8 | 7
Cc1cc(C)c2c(n1)nn1c(NCCOCCO)cc(C)nc21 | -9 | 2 | 11 | -8 | -2 | -1 | 10 | 1.4 | 2
Cc1nc(-c2ccc(S(=O)(=O)N3CCN(Cc4ccccc4)CC3)s2)cs1 | -13 | 15 | -10 | -16 | . | -3 | 41 | 0.0 | -1
CC1(C)C(c2ccccn2)=[N+]([O-])C(C)(C)N1O | -9 | 12 | 4 | -25 | -3 | 0 | -17 | 8.4 | -2
Cc1ccc2cccnc2c1NC(=S)NC(=O)c1ccccc1 | -15 | -3 | -6 | 1 | 3 | -2 | 13 | -0.8 | 7
CCc1cccc(NC(=O)Cn2cc3c(n2)CCCC3)c1 | -1 | -3 | -3 | -17 | 0 | 1 | 2 | 0.8 | 2
CN(CC(=O)NCCc1ccccc1)S(=O)(=O)c1ccccc1 | -5 | -1 | -5 | -8 | 3 | 0 | -3 | 1.0 | 4
CCOC(=O)Cc1csc(NC(=O)CCN2C(=O)c3ccccc3C2=O)n1 | -1 | -3 | 2 | 0 | 4 | 0 | -22 | 4.3 | 2
COc1ccc(-c2nnc3sc(C(C)N4C(=O)c5ccccc5C4=O)nn23)cc1 (stereo not given) | -19 | 1 | -30 | -33 | 8 | -1 | 17 | -0.3 | 4
COC(=O)[C@@H](N)Cc1ccc(O)cc1 | -5 | -14 | 13 | 6 | 2 | -1 | -6 | 0.8 | 2
CCN(CC)CCCNc1nnc(C)c(=O)[nH]1 | -6 | -16 | 6 | -5 | 5 | 1 | 8 | -1.1 | 8
Cc1cccc(-c2nc3cc([N+](=O)[O-])ccc3o2)c1 | 10 | -7 | -1 | -5 | -1 | 1 | 31 | 0.7 | 7

Rows were taken by chance (roughly 7.1% active in at least one column).
